uPA generation = cell surface uPA generation inhibition. cell surface uPA generation assay, qHTS. Potency, µM (doses to about 38.3 µM), without a hit: at the top dose activity change, negative = inhibition, most hits filed as inhibitors. actives 0.31% (n = 330,000). AID 540303; active = well fitted inhibition curve with a large enough effect; inconclusive = small, poorly fitted or top-dose-only effect; inactive = no such curve, though single readings can be large or run the other way; tested in mouse RAW 264.7 cells; also: % is scaled to controls: 0 for no effect and ±100 for the full control effect; nearly all actives have a fitted effect of over 55% in size
FLuc counter = counter-screen for miR-21 project: firefly luciferase inhibitors or activators; P08659; purified FLuc, Km substrates, luminescence inhibition; Potency, µM (doses to about 57.5 µM), for inactives: at the highest dose activity change, negative = inhibition, usual class: inhibitors; actives 6.9% (n = 360,000);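 also: plate controls were vehicle for no effect and reference inhibitor for full effect; nearly all actives have a fitted effect of over 55% in size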
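Purified P. pyralis luciferase (10nM final) with 10uM D-luciferin and 10uM ATP (Km levels) in 50mM Tris acetate pH 7.5, 10mM Mg acetate, 0.01% Tween-20, 0.05% BSA; qHTS 6-point titration, ~60 µM downward; luminescence read.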
p53 reactivator = re-activators of mutant p53; AID 504706; actives 0.063% (n = 320,000); Potency, µM (doses to about 92.2 µM), for the others: top-dose activity change, positive = activation, usual class: activators; H1299 p53-A138V BP100-luciferase reporter, luminescence, 24 h; also: % of control where 0% means no effect; nearly all actives have a fitted effect of over 45% in size
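p53-null H1299 cells stably carrying temperature-sensitive p53-A138V and a BP100-luciferase reporter were pinned with compounds (4-point, 1:5 series) and held 24 hrs at 37 deg C. Luminescence was read 10 min after detection reagent.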
ELG1 genotoxic = inducers of genotoxicity in HEK293T ELG1-luciferase cells; Potency, µM (titrated, usually from 46 µM), for the others: at the highest dose activity change, positive = activation, hits mostly activators; HEK293T ELG1-luciferase reporter, luminescence, 16 h; actives 1.3% (n = 330,000); also: % of control where 0% means no effect; nearly all actives have a fitted effect of over 60% in size
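HEK293T cells expressing luciferase-tagged ELG1 were treated with compound or DMSO for 16 hr at 37°C. Luciferase activity was then read after 30 min with ONE-Glo at room temperature; rising signal flags genetic stress.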
RORg inh = blocks mouse ROR gamma transcriptional activity; actives 5.4% (n = 310,000); Drosophila S2 Gal4-RORgamma UAS-luciferase reporter, 20 h; AID 2551; P51450; Potency, µM (doses to about 53.6 µM), for inactives: top-dose activity change, negative = inhibition, hits mostly inhibitors; also: % is scaled to controls: 0 for no effect and ±100 for the full control effect; nearly all actives have a fitted effect of over 60% in size
Target sequence (P51450 whole entry, looked up, the tested form may be a part): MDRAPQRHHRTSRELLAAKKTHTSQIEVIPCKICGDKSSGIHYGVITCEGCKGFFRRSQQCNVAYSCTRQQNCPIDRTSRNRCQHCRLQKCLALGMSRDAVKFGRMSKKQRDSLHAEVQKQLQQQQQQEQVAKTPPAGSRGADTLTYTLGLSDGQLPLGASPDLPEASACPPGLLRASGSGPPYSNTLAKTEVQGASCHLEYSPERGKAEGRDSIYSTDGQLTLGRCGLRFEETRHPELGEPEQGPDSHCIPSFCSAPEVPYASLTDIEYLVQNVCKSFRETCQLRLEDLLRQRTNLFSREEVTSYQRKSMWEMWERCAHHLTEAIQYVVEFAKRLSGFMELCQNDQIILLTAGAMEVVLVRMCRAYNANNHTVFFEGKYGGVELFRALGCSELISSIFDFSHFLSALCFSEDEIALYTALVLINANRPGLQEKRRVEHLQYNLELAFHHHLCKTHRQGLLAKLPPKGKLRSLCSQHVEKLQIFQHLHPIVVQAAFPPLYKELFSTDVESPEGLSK
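ROR gamma transcriptional activity was tracked as Gal4-UAS luciferase output in stably transfected Drosophila Schneider cells, with compound added 1 hr before 700 uM copper sulfate induction and a 20 hr ambient-temperature incubation.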
CXXC DNA block = inhibitors of human MLL CXXC domain-DNA interaction | Potency, µM (doses to about 115 µM), inactives show at the highest dose activity change, negative = inhibition, most hits filed as inhibitors | Q03164 | AID 2662 | actives 0.037% (n = 290,000) | MLL-CXXC / FITC-HOXA9 DNA fluorescence polarization; active = well fitted inhibition curve with a large enough effect in the polarisation, with a control signal flat, not every such curve was filed as active; inconclusive = small, poorly fitted or top-dose-only effect, or effect the other way, or a change in a side signal; inactive = no such curve, though single readings can be large or run the other way; the % refers to the polarisation
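Steps: dispense CXXC domain solution (7 uM) → pin compounds or unlabeled HOX-A9 DNA control → 5 min ambient → add FLSN-HOX-A9 solution (50 nM) → spin → 30 min ambient → fluorescence polarization. Tris pH 7.5/NaCl/DTT/BSA buffer.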
Gal4-VP16 FLuc = Gal4-VP16 reporter inhibition counter-screen | Potency, µM (series often up to 53.6 µM), inactives show top-dose activity, negative = inhibition, hits mostly inhibitors | Drosophila S2 Gal4-VP16 UAS-luciferase, luminescence, 20 h | actives 3.5% (n = 310,000) | AID 2546;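 also: Gal4-VP16 expression switched on by copper sulfate through the metallothionein promoter; % is scaled to controls: 0 for no effect and ±100 for the full control effect; nearly all actives have a fitted effect of over 50% in size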
BRCA1 expr up = BRCA1 expression activation; actives 1.1% (n = 380,000); MCF7-BRCA1-FFLuc reporter, luminescence, 48 h; response scale: scaled: vehicle 0%, 10 µM genistein 100%; Potency, µM (top dose mostly 46.1 µM), for inactives: at the highest dose activation, actives largely listed as activators; also: nearly all actives have a fitted effect of over 80% in size; some results filed as inactive show a strong effect at the top dose
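Activators of BRCA1 expression were detected as increased firefly luciferase luminescence in engineered MCF7 cells after 48 h compound incubation. Signals were scaled to genistein 10 microM as full activation.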
NPC1 prom act = activates the NPC1 promoter; Huh7 NPC1 promoter luciferase reporter, 24 h; Potency, µM (series often up to 9.22 µM), for inactives: at the highest dose activation, usual class: activators; actives 2.4% (n = 320,000); AID 485313;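 also: % of control where 0% means no effect; nearly all actives have a fitted effect of over 60% in size; reporter is driven by a mutant NPC1 promoter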
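Luciferase expression driven by the NPC1 promoter was measured in stably transfected Huh7 cells after a 24 h compound incubation, using a luciferase reagent and a luminescence read.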
Rab9 prom act = Rab9 promoter activation. Huh7 Rab9 promoter-luciferase reporter, luminescence, 24 h. Potency, µM (highest dose often 9.22 µM), without a hit: top-dose activation, negative = inhibition, actives largely listed as activators. actives 2.8% (n = 320,000); also: % of control where 0% means no effect; nearly all actives have a fitted effect of over 60% in size
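Cells were plated at 1500 per well in reduced-serum medium with 10% FBS and left 2 h. Compound in DMSO was then added for 24 h at 37 °C. Reporter signal was read by luminescence after 10 min with luciferase detection reagent.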
MBNL1 CUG block = MBNL1-poly(CUG) RNA binding inhibition; Q9NR56; TR-FRET MBNL1-His/biotin-(CUG)12 binding, 665/545 ratio; Potency, µM (titrated, usually from 57.5 µM), without a hit: at the highest dose activity change, negative = inhibition, actives largely listed as inhibitors; actives 0.036% (n = 280,000); AID 2675; active = well fitted inhibition curve with a large enough effect in the signal ratio, with a control signal flat, not every such curve was filed as active; inconclusive = small, poorly fitted or top-dose-only effect, or effect the other way, or a change in a side signal; inactive = no such curve, though single readings can be large or run the other way; the % refers to the signal ratio; also: % is scaled to controls: 0 for no effect and ±100 for the full control effect
Target sequence (Q9NR56 whole entry, looked up): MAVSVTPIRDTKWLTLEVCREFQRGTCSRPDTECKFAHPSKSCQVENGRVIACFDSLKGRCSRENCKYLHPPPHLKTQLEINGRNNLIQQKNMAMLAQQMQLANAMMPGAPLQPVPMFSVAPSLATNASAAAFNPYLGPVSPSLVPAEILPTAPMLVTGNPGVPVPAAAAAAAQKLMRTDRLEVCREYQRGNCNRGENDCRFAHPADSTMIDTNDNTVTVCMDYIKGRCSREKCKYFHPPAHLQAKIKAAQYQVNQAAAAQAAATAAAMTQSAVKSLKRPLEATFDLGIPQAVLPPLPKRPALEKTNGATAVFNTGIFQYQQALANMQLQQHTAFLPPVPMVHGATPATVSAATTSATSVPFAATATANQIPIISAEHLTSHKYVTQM
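Ratiometric TR-FRET (665 over 545 nm, excitation 340 nm) tracks disruption of MBNL1-His/biotin-(CUG)12 complex after 60 min at room temperature, with compounds at 92 nM to 58 uM final.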
Numbers without * were called inactive; ? = inconclusive; · = not tested or not shown; [ ] = dose if it differs, or a comment. Unless noted, calls follow the shape of the dose curve; as a rule, active = well fitted curve in the direction sought with a large enough effect; inconclusive = small, poorly fitted or top-dose-only effect, or another doubt; inactive = no such curve, though single readings can be large; an effect the other way counts as inactive or inconclusive. Potency is read from the fitted curve at half-maximal effect. A portion of the library; the hit share may differ from the screen's.

SMILES,uPA generation,FLuc counter,p53 reactivator,ELG1 genotoxic,RORg inh,CXXC DNA block,Gal4-VP16 FLuc,BRCA1 expr up,NPC1 prom act,Rab9 prom act,MBNL1 CUG block
O=C(NCc1ccccn1)c1cc(Cl)ccc1OCc1ccccc1,2.6%,-11.1%,-12.5%,-18.1%,29.8%,?,-0.1%,-34.5%,-1.5%,7.8%,-2.1%
CCC(C)OC(=O)C(C)Oc1ccc(-c2ccccc2)cc1 (stereo not drawn),14.7%,-14.7%,1.5%,15.3%,25.5%,-3.6%,18.7%,-34.5%,2.0%,6.5%,-3.3%
CCOC(=O)c1c(C)n(CC(COC(C)=O)OC(C)=O)c2ccc(OC(C)=O)cc12 (stereo not drawn),0.0%,1.2%,-2.7%,-2.2%,-10.5%,1.2%,-5.8%,-1.5%,-2.0%,-4.5%,-10.5%
O=C(CSc1nc2ccccc2n1S(=O)(=O)c1cccc([N+](=O)[O-])c1)NCc1cccs1,-0.2%,-6.1%,?,5.1%,35.9%,10.6%,25.3%,24.6%,-5.4%,-1.1%,28.6%
O=C(CCS(=O)(=O)c1cccc2nonc12)N1CC(=O)N(CCc2ccccc2)C(=O)C1,1.6%,-1.1%,-0.7%,-2.2%,-7.3%,-0.2%,10.7%,-2.1%,2.2%,-6.6%,?
CCOC(=O)C1CCCN(C(=O)c2cc(COc3ccc(C)nc3)on2)C1 (stereo not drawn),-0.7%,?,4.9%,-1.6%,31.8%,-7.6%,-1.1%,65.8%,16.5%,17.3%,-6.1%
O=C(CSc1nc2ccccc2c(=O)n1CC1CCCO1)NCc1ccccc1 (stereo not drawn),-3.0%,0.9%,-2.8%,1.8%,21.1%,-2.2%,-6.8%,-4.7%,4.6%,-0.9%,-3.4%
COc1ccc(CCNC(=O)c2ccc(CNc3c(N4CCOCC4)c(=O)c3=O)cc2)cc1OC,-1.4%,0.0%,13.5%,0.3%,0.9%,-1.5%,5.4%,-0.6%,-2.9%,-9.3%,-8.6%

Other records
SMILES,uPA generation,FLuc counter,p53 reactivator,ELG1 genotoxic,RORg inh,CXXC DNA block,Gal4-VP16 FLuc,BRCA1 expr up,NPC1 prom act,Rab9 prom act,MBNL1 CUG block
COc1ccc2c(c1OC)C(=O)N1N=C(c3ccc(-c4ccccc4)cc3)CC21 (stereo not drawn),19.8%,?,6.3%,0.8%,-12.1%,2.0%,12.8%,18.7%,3.6%,-0.9%,-1.5%
CCOC(=O)c1cc(CC)sc1/N=C/C1=C(O)CCCC1=O,-3.1%,-3.1%,-1.6%,1.8%,30.2%,-1.6%,5.3%,-0.8%,-1.1%,-2.1%,·
CCN(CC)CCNc1nc2c(c(=O)[nH]c(=O)n2C)n1CCCc1ccccc1,14.4%,1.1%,·,1.7%,·,-3.8%,·,0.0%,-3.4%,-1.9%,-9.5%
COc1ccc2nc(SCC(=O)c3ccco3)[nH]c2c1,-22.5%,5.36µM*,?,?,?,1.4%,-17.5%,?,2.24µM*,1.78µM*,3.6%
CCN(CC)c1ccc(NC(=O)COC(=O)CCC(=O)c2cccs2)cc1,15.6%,·,-2.1%,0.3%,·,·,·,-1.5%,5.8%,-3.9%,·
COc1cccc(NC(=O)CN(C)C(=O)CNC(=O)c2ccccc2F)c1,1.5%,-1.0%,0.5%,5.3%,14.5%,4.0%,0.7%,4.2%,0.3%,10.4%,4.3%
Cc1ccc(OCC(=O)N/N=C/c2cccc3cccnc23)cc1,4.5%,-27.6%,-12.7%,6.3%,15.8µM*,6.0%,?,-37.0%,-1.7%,-2.3%,17.8%
CC(C)CNC(=O)C1CC(=O)OC12CCCCC2 (stereo not drawn),4.5%,-0.1%,6.0%,-5.1%,39.1%,6.6%,-2.1%,7.7%,-4.2%,-7.0%,-6.7%

Next results follow:
SMILES,uPA generation,FLuc counter,p53 reactivator,ELG1 genotoxic,RORg inh,CXXC DNA block,Gal4-VP16 FLuc,BRCA1 expr up,NPC1 prom act,Rab9 prom act,MBNL1 CUG block
COc1ccccc1/C=C1\SC(=S)N(CCC(=O)Nc2cccc(O)c2)C1=O,-3.3%,?,·,-8.6%,·,4.1%,·,-8.7%,0.8%,-0.4%,?
CCCn1c(SCC(=O)Nc2cc(S(=O)(=O)N(C)C)ccc2OC)n[nH]c1=O,11.4%,-1.7%,4.2%,-3.4%,30.3%,1.6%,-9.5%,0.0%,-5.6%,-0.7%,-4.9%
O=C(c1ccc(-c2cc3ccccc3oc2=O)cc1)N1CCN(c2ccc(Cl)cc2[N+](=O)[O-])CC1,-2.0%,2.0%,-8.0%,-3.4%,75.5%,4.4%,-11.1%,-7.2%,-6.1%,-4.1%,8.3%
O=C(Cc1ccccc1)NC(=S)Nc1ccc(N2CCCCC2)cc1,3.1%,-17.6%,11.9%,8.0%,2.24µM*,4.9%,3.55µM*,-17.4%,-1.8%,1.2%,-15.9%
CCN(CC)C(=S)Nc1ccc(Cl)c(Cl)c1,-4.2%,-2.0%,-2.0%,-1.4%,17.8µM*,3.5%,?,-16.3%,-4.9%,-3.6%,·
Cn1c(=O)c(=O)n(C)c2cc(S(=O)(=O)N3CCN(Cc4ccccc4)CC3)ccc21,-0.1%,4.2%,-15.1%,-1.5%,-13.8%,-16.5%,-3.6%,-0.7%,1.0%,2.7%,-4.4%
CC1(C)Cc2cccc(OCC(=O)NC3CC3)c2O1,1.2%,0.3%,1.5%,0.8%,-26.5%,-3.2%,-0.7%,-0.3%,0.0%,-3.4%,1.0%
CCOc1ccc(N(CC(=O)Nc2cccc(F)c2)S(=O)(=O)c2c(C)noc2C)cc1,?,7.2%,2.2%,-5.4%,-5.9%,3.8%,-20.1%,-56.6%,0.2%,3.0%,0.5%

(continued)
SMILES,uPA generation,FLuc counter,p53 reactivator,ELG1 genotoxic,RORg inh,CXXC DNA block,Gal4-VP16 FLuc,BRCA1 expr up,NPC1 prom act,Rab9 prom act,MBNL1 CUG block
COc1ccc(NC(=O)CCCCC(=O)Nc2ccc(OC)cc2)cc1,1.9%,1.4%,·,2.6%,-0.9%[1.91 µM],19.4%,-11.3%,12.0%,3.0%,-3.8%,1.7%
Cc1cccc(OCc2nnc(SCC(=O)Nc3ccc(N4CCOCC4)cc3)o2)c1,-0.3%,·,-2.0%,2.9%,-20.7%,-1.9%,-8.8%,13.4%,-2.0%,-3.4%,3.6%
COc1ccc(C(=O)NCC(=O)OCc2ccc(F)cc2)cc1,2.2%,-2.9%,-1.2%,-1.2%,-10.7%,40.1%[activator],-0.1%,1.5%,-3.2%,-6.9%,-0.8%
O=C(CCN1C(=O)/C(=C\c2ccccc2Cl)SC1=S)N1CCN(c2ccccc2)CC1,-0.6%,-2.4%,-0.9%,-5.6%,-22.6%,-4.9%,-6.2%,-17.0%,-14.7%,-5.6%,-2.6%
Cc1ccccc1NC(=O)NCc1ccc2c(c1)OCO2,-12.3%,-4.4%,-0.3%,9.1%,-21.4%,-1.3%,-3.7%,68.1%,10.7%,3.1%,-1.5%
COc1cc(C(=O)N/N=C/c2ccc(OC(=O)c3cccc(C)c3)cc2)ccc1O,0.5%,?,-16.0%,3.7%,27.3%,75.4%[activator],-14.4%,-14.0%,-1.5%,-5.3%,6.1%
O=C(c1cc(-c2cccc(O)c2)on1)N1CCCCC1,?,3.01µM*,10.8%,3.66µM*,0.708µM*,9.3%,-17.7%,?,?,?,?
c1ccc2nc3c(cc2c1)CCCCCC3,-0.8%,-24.4%,-2.4%,-0.2%,-3.0%,4.7%,9.4%,-13.7%,-4.8%,-0.4%,-1.6%

(further entries)
SMILES,uPA generation,FLuc counter,p53 reactivator,ELG1 genotoxic,RORg inh,CXXC DNA block,Gal4-VP16 FLuc,BRCA1 expr up,NPC1 prom act,Rab9 prom act,MBNL1 CUG block
N#C/C(=C\c1ccc[nH]1)C(=O)NC1CC1,5.8%,1.5%,-8.7%,1.9%,5.3%,-1.1%,10.1%,15.0%,-1.6%,-4.2%,?
O=P(CCNCc1ccco1)(c1ccccc1)c1ccccc1,-1.1%,-2.1%,1.2%,-1.3%,-3.4%,14.7%,3.9%,0.6%,-0.5%,-5.9%,-11.1%
COC(=O)CCC[C@H]1CC2(C[C@H](CCCO[Si](C)(C)C(C)(C)C)N1C(=O)OC(C)(C)C)OCCO2,-3.8%,-1.3%,3.7%,-0.8%,·,·,·,-0.4%,-1.8%,-2.5%,·
Cc1cccc(NC(=O)CNC(=O)c2ccco2)n1,-0.1%,4.0%,11.5%,1.1%,·,·,·,-0.9%,1.0%,-5.2%,·
COc1ccccc1C(OC(=O)c1cccs1)C(=O)NCc1ccco1 (stereo not drawn),-8.3%,2.4%,4.8%,2.0%,-30.1%[10 µM],-5.3%,0.0%,8.0%,-2.6%,-9.1%,3.0%

Screening data deposited in PubChem by National Center for Advancing Translational Sciences (NCATS).
